CBFb RUNX1 block: inhibitors of human CBF-beta and RUNX1 interaction. Q01196+Q13951. AlphaScreen CBFb-His/RUNX1-biotin binding, biochemical. Potency, µM (series often up to 59.8 µM), for inactives: at the top dose activity, negative = inhibition, hits mostly inhibitors. 230,000 tested, under 10 active. AID 1477; further: % of control where 0% means no effect
Target sequence (Q01196 whole entry, looked up): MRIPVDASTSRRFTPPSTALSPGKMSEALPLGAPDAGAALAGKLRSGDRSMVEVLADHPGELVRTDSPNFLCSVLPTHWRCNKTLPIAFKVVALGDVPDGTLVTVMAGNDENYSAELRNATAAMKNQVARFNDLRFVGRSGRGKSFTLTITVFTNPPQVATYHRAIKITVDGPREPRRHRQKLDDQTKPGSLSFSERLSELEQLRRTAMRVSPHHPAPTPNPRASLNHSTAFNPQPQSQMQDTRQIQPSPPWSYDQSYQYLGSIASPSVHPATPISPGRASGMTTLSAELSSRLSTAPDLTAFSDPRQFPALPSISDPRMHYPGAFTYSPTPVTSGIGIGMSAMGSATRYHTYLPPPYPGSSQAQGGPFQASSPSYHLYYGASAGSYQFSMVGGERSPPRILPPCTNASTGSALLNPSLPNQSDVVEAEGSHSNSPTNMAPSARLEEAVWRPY
Target sequence (Q13951 whole entry, looked up): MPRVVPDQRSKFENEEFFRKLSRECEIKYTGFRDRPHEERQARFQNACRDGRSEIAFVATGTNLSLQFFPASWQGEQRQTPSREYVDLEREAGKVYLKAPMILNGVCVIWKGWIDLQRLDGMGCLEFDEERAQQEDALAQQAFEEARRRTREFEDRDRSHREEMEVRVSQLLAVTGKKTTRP
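CBFb-His/RUNX1-biotin, 30 nM each, preincubated 20 min RT; compound 15 min RT; Ni + streptavidin beads 50 ng each, 90 min RT; AlphaScreen read.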
HTT cytoprotect: cytoprotection in Huntington HTT-Q103 PC12 cell model. PC12 HTT-Q103 induced, cytoprotection, ATP luminescence, 40 h. Potency, µM (top dose mostly 56.4 µM), for the others: cytoprotection (ATP increase), actives largely listed as activators. 0.14% of 230,000 active. AID 1471;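 further: potency means the concentration at half of the fitted maximal effect; % of control where 0% means no effect; nearly all actives have a fitted effect of over 45% in size; toxic huntingtin expression switched on by the ecdysone agonist tebufenozide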
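Quantitative HTS on tebufenozide-induced (100 nM) PC12 cells expressing HTTQ103 exon 1–GFP; compounds tested as a concentration series; survival measured via cellular ATP.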
IMPase Li cell: IMPase inhibition in cells with lithium potentiation; CHO-M1 cells, IP1 TR-FRET (IP-One), carbachol + lithium; Potency, µM (highest dose often 59.4 µM), without a hit: at the highest dose activity, negative = IMPase inhibition, hits mostly inhibitors; 0.35% of 210,000 active;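 further: IP1 builds up when IMPase is blocked and the TR-FRET signal falls; potency means the concentration at half of the fitted maximal effect; plate controls were basal vehicle for no effect and high inhibitor control for full effect; nearly all actives have a fitted effect of over 50% in size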
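CHO cells stably expressing M1 receptor (2000/well, cultured 16–30 h) treated 30 min at 37C with compound plus low lithium. Cytosolic IP1 by TR-FRET (665/620 ratio and 620 channel) after 10 min lysis; AC50 by Hill fit.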
LMNA splice mod: LMNA splicing modulation. HeLa LMNA splicing GFP/RFP minigene ratio, 48 h. Potency, µM (highest dose often 46.1 µM), for inactives: at the highest dose ratio change, negative = inhibition, most hits filed as inhibitors. 0.01% of 200,000 active. AID 1487; active means well fitted inhibition curve with a large enough effect in the signal ratio, with a control signal flat, not every such curve was filed as active; inconclusive means small, poorly fitted or top-dose-only effect, or effect the other way, or a change in a side signal; the % refers to the signal ratio; further: potency means the concentration at half of the fitted maximal effect; on the % scale 0 is the no-effect control and ±100 the full control effect
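S3 HeLa stable clones carrying a lamin A-EGFP splicing minigene plus DsRed2 were seeded at 600 cells/well in Opti-MEM with 2% FBS, pin-dosed and incubated 48 h at 37°C. Acumen cytometry (488 nm) gave the GFP/RFP total-intensity ratio.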
HTT aggregate: reduces HttQ103-GFP aggregates in PC12 cells; PC12 HttQ103-GFP aggregates, Acumen cytometry, 40 h; Potency, µM (titrated, usually from 46.1 µM), inactives show top-dose activity change, negative = inhibition, actives largely listed as inhibitors; 1.1% of 220,000 active; further: potency means the concentration at half of the fitted maximal effect; on the % scale 0 is the no-effect control and ±100 the full control effect; nearly all actives have a fitted effect of over 60% in size
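PC12 cells with ecdysone-inducible HTT exon1 Q103-GFP, induced by 100 nM tebufenozide, given compounds in a concentration series. GFP aggregates (1–25 um, 6 SD above background) counted in lysates by laser-scanning cytometry, 488 nm excitation.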
SMN2 splice enh: SMN2 splice variant enhancement; HEK293 SMN2-luciferase splicing reporter, luminescence, 30-36 h; Potency, µM (top dose mostly 46.1 µM), for inactives: top-dose activity change, positive = activation, usual class: activators; 2.8% of 210,000 active; further: potency means the concentration at half of the fitted maximal effect; % of control where 0% means no effect; nearly all actives have a fitted effect of over 55% in size
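HEK293 cells carry an SMN2 minigene-luciferase reporter in which exon 7 inclusion puts luciferase in frame. Cells were seeded at 2000 cells/well, attached for 10-12 hours, then exposed to compounds for 30-36 hours at 37C before ONE-Glo luminescence.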
KinaseGlo FLuc: Kinase-Glo luciferase inhibition (counter-screen); Kinase-Glo luciferase, ATP luminescence, 8 min; Potency, µM (highest dose often 38.3 µM), without a hit: at the top dose activity change, negative = inhibition, actives largely listed as inhibitors; 0.28% of 200,000 active; AID 1379; further: potency means the concentration at half of the fitted maximal effect; on the % scale 0 is the no-effect control and ±100 the full control effect; nearly all actives have a fitted effect of over 60% in size
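Light output from Kinase-Glo luciferase with luciferin and 10 uM ATP in 50 mM imidazole pH 7.2, KCl, MgCl2, Tween 20, BSA; compound pin-delivered, 8-min ambient incubation, then luminescence read.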
Starred values were filed as active, the others as inactive; ? = inconclusive; . = no result given; [ ] = remark or other dose. Unless noted, the call rests on the fitted dose curve; in most records, active means well fitted curve in the direction sought with a large enough effect; inconclusive means small, poorly fitted or top-dose-only effect, or another doubt; inactive means no such curve, though single readings can be large; an effect the other way counts as inactive or inconclusive.

SMILES | CBFb RUNX1 block | HTT cytoprotect | IMPase Li cell | LMNA splice mod | HTT aggregate | SMN2 splice enh | KinaseGlo FLuc
COc1ccc(C(C)=O)cc1CSc1ncccn1 | -22% | ? | 4% | -6%[46 µM] | 13% | 5% | 3%
COc1ccc([N+](=O)[O-])cc1NC(C)C | -14% | . | 2% | ? | -23% | 5% | -6%
C#CCNC(=O)C1=C[C@H](c2coc3ccccc3c2=O)C[C@H](OCc2ccc(CO)cc2)O1 | 9% | -10%[10 µM] | -4% | . | 1%[9.22 µM] | . | .
COCCN(C(=O)Cn1nnc2ccccc21)C(C(=O)NC1CCCC1)c1ccc(OC)cc1OC (stereo not given) | 1% | -16%[10 µM] | 5% | -14% | 16% | -1% | 2%
C=CCn1c(N)cc(=O)nc1SCC(=O)Nc1cccc2ccccc12 | 2% | 8% | 16%[38.3 µM] | 1% | 14% | -7% | 6%
CC(=O)NCCC(=O)Nc1cccc(S(=O)(=O)N(C)c2ccccc2)c1 | -7% | 7%[10 µM] | 6% | -6% | 5% | -38%[inhibitor] | -4%
CN(C)S(=O)(=O)N(CC(=O)N1CCC(Cc2ccccc2)CC1)c1ccccc1 | 7% | -5% | -2% | ? | -11% | -26% | 4%
CC(=O)c1ccc(N2CCN(C(=O)c3ccco3)CC2)c(F)c1 | -10% | 31% | 2%[38.3 µM] | 8% | ? | 2.8µM* | 2%
COc1ccc(C2CC(c3cccc(OC)c3)n3nc(N)nc3N2)cc1 (stereo not given) | -5% | 4% | 2% | -6% | -7% | -6% | 0%
CC(=O)C1=C(c2ccccc2)N(C(C)=O)n2c(C)nnc2S1 | -7% | 16% | 15% | ? | -24% | -12% | -3%
CCC(=O)NNc1nc2c(F)cccc2s1 | -2% | -45% | 2% | -10%[46 µM] | 8%[9.22 µM] | 13% | 2%
COCCn1c(=O)c(-c2ccc(Cl)cc2)nc2cnc(OCc3ccccc3)nc21 | . | -4% | -15% | ? | . | . | .
CCOC(=O)C/C(C)=N\Nc1nc(-c2ccccc2)cs1 | ? | -2%[10 µM] | -4% | 0%[46 µM] | 10% | 4% | -1%
O=C(CSc1cn(CCNC(=O)c2cccs2)c2ccccc12)NC1CCCCC1 | 1% | 0%[10 µM] | 2%[38.3 µM] | ? | -17% | -41%[inhibitor] | 4%
CC12CC3CC(C)(C1)CC(CN1CCOCC1)(C3)C2 | 3% | 12% | 4%[38.3 µM] | 2% | ? | -14% | 0%
CC(C)c1ccc(C2NC(=S)NC3=C2C(=O)CC(C)(C)C3)cc1 (stereo not given) | 7% | 0%[10 µM] | 0% | ? | -11% | -9% | 1%
CC(=NCCc1c(C)[nH]c2ccc(C)cc12)C1=C(O)CC(c2ccccc2)CC1=O (stereo not given) | 0% | -29%[10 µM] | 9% | ? | ? | -5%[1.84 µM] | -1%
Cc1cc(NC(=O)CSC2=NCCS2)no1 | 7% | -3% | 18%[38.3 µM] | -22% | 4% | -1% | -2%
NS(=O)(=O)c1ccc(CCNC(=O)c2cncc(Br)c2)cc1 | 1% | 10%[10 µM] | -1%[38.3 µM] | 8% | -25% | -2% | -2%
Cc1ccc(CNC(=O)c2ccccc2N(C)S(C)(=O)=O)cc1 | 3% | -25% | -6% | -21%[46 µM] | 24% | 16% | 3%
c1ccc(-c2onc3cc4c(cc23)OCCO4)cc1 | -5% | -36% | 17%[38.3 µM] | ? | -24% | 35µM* | -10%
CC(=O)Oc1ccccc1N1C(=O)c2ccc(C(=O)O)cc2C1=O | 3% | -3%[10 µM] | 29%[38.3 µM] | -2% | -16% | . | -1%
CCOC(=O)C(C)Sc1ncc(OC)c(Sc2ccc(Cl)cc2)n1 (stereo not given) | 3% | -52%[inhibitor] | 13%[38.3 µM] | 4% | -5% | -14% | 0%
CN(C)S(=O)(=O)c1ccc(NC(=O)CN2CCOCC2)cc1 | 8% | 13%[10 µM] | . | . | 14%[9.22 µM] | . | .
O=C(c1ccc(N2CCCCCC2)c([N+](=O)[O-])c1)N1CCc2ccccc21 | 6% | 18%[10 µM] | 17% | -7% | 1% | 19%[1.84 µM] | 0%
CC(NS(=O)(=O)c1cccc(Cl)c1)C(=O)Nc1ccc(-c2nc3ccccc3s2)cc1 (stereo not given) | 6% | -47%[inhibitor] | 34%[activator][38.3 µM] | 4% | -6% | 20µM* | -4%
Cc1cc([N+](=O)[O-])nn1CC(=O)NNC(=S)Nc1ccc([N+](=O)[O-])cc1 | -12% | 4% | -13%[38.3 µM] | 9% | 10% | 5% | -2%
O=C(Nc1nc(-c2ccc(F)c(F)c2)cs1)c1cnccn1 | 5% | 3%[10 µM] | . | . | 16%[9.22 µM] | . | .
COC(=O)CNC(=O)C1(C)C=CC2(CCCCC2)N1C(C)=O (stereo not given) | 11% | -2% | -8% | . | . | 5% | 0%
Cc1cc(C=O)c(C)n1-c1ccc(N2CCCC2)c([N+](=O)[O-])c1 | ? | -21% | 6%[38.3 µM] | ? | -23% | -39%[inhibitor] | -3%

Of the compounds above, 3 have fluorine:
SMILES | CBFb RUNX1 block | HTT cytoprotect | IMPase Li cell | LMNA splice mod | HTT aggregate | SMN2 splice enh | KinaseGlo FLuc
CC(=O)c1ccc(N2CCN(C(=O)c3ccco3)CC2)c(F)c1 | -10% | 31% | 2%[38.3 µM] | 8% | ? | 2.8µM* | 2%
CCC(=O)NNc1nc2c(F)cccc2s1 | -2% | -45% | 2% | -10%[46 µM] | 8%[9.22 µM] | 13% | 2%
O=C(Nc1nc(-c2ccc(F)c(F)c2)cs1)c1cnccn1 | 5% | 3%[10 µM] | . | . | 16%[9.22 µM] | . | .

Next part
SMILES | CBFb RUNX1 block | HTT cytoprotect | IMPase Li cell | LMNA splice mod | HTT aggregate | SMN2 splice enh | KinaseGlo FLuc
C=CCn1c(SCc2ccccc2)nc(O)cc1=O | -3% | -13% | 21%[38.3 µM] | 5% | 5% | -12% | 17%
COCCCNC(=O)CS(=O)Cc1nc(-c2cccc(OC)c2)oc1C (stereo not given) | -1% | -2% | 2%[38.3 µM] | 1% | 12% | 17% | -1%
Cc1snc(S(=O)(=O)/C(C#N)=N\Nc2ccccc2)c1C#N | 5% | -6% | -2%[38.3 µM] | 2% | 5% | 3% | -3%
Cc1cccc(C(=O)O/N=C2\CCS(=O)(=O)c3sccc32)c1 | -4% | -5% | 8%[38.3 µM] | 10% | 7% | -8% | -1%
CCc1ccc(NC(=O)CSCCO)cc1 | 6% | . | -6% | -5% | 8% | 5% | -1%
O=C(/C=C/c1ccc2c(c1)OCO2)Nc1nc(-c2ccc(F)cc2F)cs1 | ? | . | ? | ? | -23% | -82%[inhibitor] | 1%
CCCN(c1ccc(C)cc1)c1nc(=O)c2cccnc2s1 | -4% | 10%[10 µM] | . | . | -20%[9.22 µM] | . | .
Cn1c(=O)c2c(ncn2CC(=O)Nc2ccc(N3CCOCC3)cc2)n(C)c1=O | 4% | -12% | 5%[38.3 µM] | 0% | 0% | 6% | 1%
CC(C)n1c(SCC(N)=O)nc2c1c(=O)n(C)c(=O)n2C | 0% | -2%[10 µM] | -5%[38.3 µM] | 18% | -11% | -21% | 0%
COc1ccc(NCC(=O)N/N=C/C2CCCCC2)cc1 | -6% | 14%[10 µM] | . | . | 6%[9.22 µM] | . | .
COC(=O)CSc1nc2c(c(=O)n(C)c(=O)n2C)n1CCC(C)C | ? | -2%[10 µM] | 5% | -8% | 0% | -3% | 1%
COc1ccc(C(C)=O)c2c(O)cccc12 | 3% | -19% | . | 6% | -17% | . | .
Cc1cc(OC(C)C)nc(-c2ccccc2O)n1 | 14% | -6% | 39%[activator][38.3 µM] | 20% | 6% | 1% | 0%
CCCCOC(=O)C1=C(C)Nc2ncnn2C1c1cccc(OC)c1 (stereo not given) | -2% | 9% | 35%[activator][38.3 µM] | ? | 19% | -13% | -4%
Cc1ccc(C(=O)N/N=C\c2ccc([N+](=O)[O-])s2)cn1 | -6% | -3%[10 µM] | 0% | -17% | ? | -48%[inhibitor] | 1%
CN1C(=C2C(=O)OC(C)(C)OC2=O)Sc2ccccc21 | 1% | -10% | -8%[38.3 µM] | 1% | -15% | 13% | -10%
O=C(NC12CC3CC(CC(C3)C1)C2)N1CCN(C(=O)C2CCCO2)CC1 (stereo not given) | 7% | 3%[10 µM] | -26% | -12% | -2% | 24% | 7%
COC(=O)c1cc(NC(=O)Cc2cc(OC)c(OC)c(OC)c2)cc(C(=O)OC)c1 | 2% | -6% | 7% | 13%[46 µM] | -3% | 14% | 1%
COc1ccc(CNC(=O)c2c(O)c3ccccc3n(C)c2=O)cc1OC | 2% | -14% | . | -5% | -9% | . | .
COC(=O)CC1C(=O)NCCN1C(=O)Nc1ccccc1 (stereo not given) | 4% | -15% | . | 1% | -6% | . | .
O=C(C(=C1NCCN1)n1cncn1)c1ccccc1 | 6% | . | 3% | 1% | 1% | -26% | -3%
COCCN1C=C(C(=O)OC)C(c2cc(Br)c(OC)c(OC)c2)C(C(=O)OC)=C1 | ? | -7%[10 µM] | -15%[38.3 µM] | 5% | 8% | ? | 1%
COc1ccc2ccccc2c1/C=N/N1C(=O)CSC1=S | ? | -9% | 4% | -8%[46 µM] | 8% | -2% | -5%
O=C(CNC(=O)Cn1cnc2sc3c(c2c1=O)CCCC3)NCc1ccccn1 | 5% | -10% | -13%[38.3 µM] | 3% | 11% | -2% | -6%
COc1ccccc1CNc1ncnc2ccc(-c3ccoc3)cc12 | . | -48%[inhibitor] | 10% | ? | . | . | .
O=C(NC(=S)Nc1ccc(Cc2ccncc2)cc1)c1ccccc1 | 6% | -17%[10 µM] | 1% | ? | 13% | -27% | -2%
CCOC(=O)CS(=O)(=O)c1nc(-c2ccccc2)cc(C(F)(F)F)n1 | 11% | ? | 11%[38.3 µM] | ? | -24%[9.22 µM] | 51% | -2%
CC(NC(=O)CCCN1C(=O)c2ccccc2C1=O)c1ccc2c(c1)CCCC2 (stereo not given) | -3% | -9% | ? | -9% | 18% | 25% | -4%
CCN1CCN(C(=O)N[C@@H](C(=O)N[C@@H]2C(=O)N3[C@@H]2SC(C)(C)[C@@H]3C(=O)O)c2ccccc2)C(=O)C1=O | 4% | . | 19% | -5% | -5% | -12% | 1%

Compound activity from PubChem BioAssay.
